Screening data: PubChem, several laboratories
STEP inh – inhibitors of human striatal-enriched phosphatase STEP. P54829. inhibition, % at 20 µM. 360,000 tested, 0.25% active. recombinant STEP, OMFP fluorogenic substrate, fluorescence;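 active means inhibition at 20 µM, scaled per plate between control wells, above about 37%, limit read from the data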;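 further: 0% = DMSO with enzyme and substrate and 100% = substrate only without enzyme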
Target sequence (P54829 whole entry, looked up): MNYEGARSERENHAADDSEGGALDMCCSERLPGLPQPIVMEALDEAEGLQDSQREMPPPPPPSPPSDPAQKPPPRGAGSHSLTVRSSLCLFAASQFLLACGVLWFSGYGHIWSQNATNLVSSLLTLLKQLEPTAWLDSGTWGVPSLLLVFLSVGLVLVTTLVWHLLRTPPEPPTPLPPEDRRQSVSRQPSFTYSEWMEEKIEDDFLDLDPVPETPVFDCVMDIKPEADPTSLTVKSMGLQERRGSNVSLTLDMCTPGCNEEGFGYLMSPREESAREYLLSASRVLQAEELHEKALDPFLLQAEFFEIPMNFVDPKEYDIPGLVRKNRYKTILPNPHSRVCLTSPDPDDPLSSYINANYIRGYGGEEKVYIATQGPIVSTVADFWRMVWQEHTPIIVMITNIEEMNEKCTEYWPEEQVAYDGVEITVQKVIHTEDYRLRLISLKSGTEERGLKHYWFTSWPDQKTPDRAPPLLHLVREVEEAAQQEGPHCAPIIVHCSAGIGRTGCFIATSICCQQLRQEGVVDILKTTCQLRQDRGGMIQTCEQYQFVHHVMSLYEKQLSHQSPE
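System: STEP (striatal-enriched tyrosine phosphatase) enzyme, cell-free; medium: Bis-Tris pH 6.0 buffer with DTT, detergent; dosing: 20 µM, 1% DMSO; times: reaction 20 min, ambient temperature; detection: fluorescence, 480/540 nm; read-out basis: normalized % inhibition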
SUMO1-SIM PPI – SUMO1-SIM interaction modulation; P63165; SUMO1 binding to a labelled peptide, TR-FRET, 1 h; inhibition, % at 20 µM; 360,000 tested, 0.33% active; AID 602429; in the data active means inhibition above about 37%
Target sequence (P63165 whole entry, looked up): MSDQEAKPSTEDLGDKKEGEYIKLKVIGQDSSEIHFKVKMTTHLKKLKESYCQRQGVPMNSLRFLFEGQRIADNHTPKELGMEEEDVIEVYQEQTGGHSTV
Scp1 inh – Scp-1 (human) phosphatase inhibition | Q9GZU7 | Recombinant Scp1, phosphopeptide, malachite green phosphate absorbance | inhibition, % at 20 µM | 340,000 tested, 0.88% active | AID 493091;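 active means inhibition above about 50% at 20 µM, limit read from the data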;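 further: plate controls were DMSO wells with enzyme for no effect and wells lacking enzyme for full effect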
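Times: enzyme reaction 45 min at room temperature, colour 5 min, stabilisation 30 min. Material: SCP-1 catalytic fragment, aa 76-261. Medium: Acidic Tris acetate buffer with magnesium and detergent. Signal: colorimetric free-phosphate detection, absorbance 630 nm. Read-out basis: % inhibition of SCP-1 phosphate liberation. Reagent: Phosphorylated 17-residue peptide substrate.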
NadD block – NadD (S. aureus) enzyme inhibition; purified NadD enzyme, colorimetric absorbance read-out; 360,000 tested, 0.78% active; inhibition, % at 20 µM; in the data active means inhibition above about 26%; further: some compounds past the cut are filed as inactive
CSN deneddyl inh – CSN deneddylation inhibition; 360,000 tested, 0.38% active; AID 651999; inhibition, % at 12.5 µM; Purified CSN, SCF-Nedd8-OG deneddylation, fluorescence polarization;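 active means pattern-corrected inhibition above about 35%, with an unprinted fluorescence ratio check between 0.5 and 1.5, limit read from the data, passing the limit was not always enough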;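 further: 0% = enzyme with substrate and 100% = substrate without enzyme; some results filed as inactive read as strong as hits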
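test system = HEK293T-derived human Csn5 enzyme | amount = 0.24 nM Csn5 enzyme, final concentration | medium = Tris/NaCl/DTT buffer, pH 7.5 | schedule = 90 min reaction at room temperature | signal = FP | evaluation = inhibition of Csn5 cleavage, % | compound dosing = single dose of 12.5 µM compound with 0.25% DMSO | probe or stimulus = 10 nM SCFSkp2-Nedd8OG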
Rpn11 inh – blocks the human proteasome subunit Rpn11; calls only at 20 µM; human 26S proteasome, Ub4-pepOG fluorescence polarization; 20S core pre-blocked with epoxomicin; 360,000 tested, 0.59% active; O00487;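 active means inhibition at 20 µM, scaled to each plate's controls, above about 33%, limit read from the data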
Target sequence (O00487 whole entry, looked up): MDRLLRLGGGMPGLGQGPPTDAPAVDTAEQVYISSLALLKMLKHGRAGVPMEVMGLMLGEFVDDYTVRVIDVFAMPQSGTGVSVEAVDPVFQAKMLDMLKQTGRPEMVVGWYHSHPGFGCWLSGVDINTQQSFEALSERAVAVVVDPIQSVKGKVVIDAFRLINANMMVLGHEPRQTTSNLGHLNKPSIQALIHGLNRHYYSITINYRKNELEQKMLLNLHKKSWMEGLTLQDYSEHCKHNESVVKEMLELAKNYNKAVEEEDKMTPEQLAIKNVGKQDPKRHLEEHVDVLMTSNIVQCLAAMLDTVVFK
MLLE-PAM2 inh – blocks PAM2 peptide binding to the PABP1 MLLE domain | P11940 | GST-MLLE / FITC-PAM2 fluorescence polarization | inhibition, % at 20 µM | 360,000 tested, 0.36% active | AID 588489; in the data active means inhibition above about 35%, passing the limit was not always enough;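 further: plate controls were DMSO wells with GST-MLLE for no effect and wells lacking GST-MLLE protein for full effect; some results filed as inactive read as strong as hits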
DNMT1 inh – inhibitors of human DNMT1; inhibition (reported as % activation of signal), % at 10 µM; P26358; 360,000 tested, 0.83% active; AID 588458; DNMT1 molecular beacon, Hinp1I cleavage, fluorescence; in the data active means inhibition above about 50%
LMPTP block – LMPTP (human) inhibition; recombinant LMPTP-A, OMFP fluorogenic substrate, fluorescence intensity; inhibition, % at 20 µM; 360,000 tested, 0.22% active;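 active means compounds that cut the enzyme signal by at least half of the control window in the single-dose screen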;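 further: plate controls were DMSO wells with enzyme plus substrate for no effect and substrate without enzyme for full effect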
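Assay system: LMPTP-A, protein tyrosine phosphatase of low molecular weight / Medium: pH 6.0 Bis-Tris buffer with DTT and Triton X-100 / Schedule: 50 min enzyme reaction at room temperature, protected from light / Measured by: endpoint fluorescence intensity from OMFP dephosphorylation / Read-out basis: % inhibition relative to no-enzyme and uninhibited control wells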
TbMetRS inhib – blocks T. brucei methionyl-tRNA synthetase activity. inhibition, % at 11.9 µM. 360,000 tested, 0.4% active. purified T. brucei MetRS, ATP depletion, Kinase-Glo luminescence. AID 624268;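 active means inhibition above a per-plate cutoff of the control wells' mean inhibition plus 3 SD, cut at about 5.5% in these data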;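 further: 0% = DMSO wells median and 100% = median of wells with control inhibitor compound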
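Assay system: T. brucei methionyl-tRNA synthetase, purified | Medium: HEPES buffer with MgCl2, KCl, DTT, spermine, BSA, pyrophosphatase | Compound: 11.9 µM single point | Incubation: 15 min enzyme-compound preincubation, 2 h reaction, 10 min detection, 25 °C | Measured by: Kinase-Glo luciferase luminescence reporting remaining unconsumed ATP | Measure: % inhibition normalized to control-well medians | Replication: Singlicate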
* marks the source's active call; other numbers are inactive results; i = inactive; · = no result given; + = active, no number.

no.	SMILES	STEP inh	SUMO1-SIM PPI	Scp1 inh	NadD block	CSN deneddyl inh
1	FC(F)(F)c1cccc(OCC2CNC(=S)O2)c1 (stereo not drawn)	1	-1	-14	-5	-2
2	O=C1NC[C@H](CCCCN2C[C@H](Cc3ccc(O)cc3)N(CCc3ccc(O)cc3)C(=O)C2=O)N(CC2CCCCC2)C1=O	·	1	·	15	4
3	NCc1cccc(CNc2ccc([N+](=O)[O-])cc2C(N)=O)c1	2	-28	1	-2	0
4	CCOC(=O)C1CCN(C2CCN(C(=O)c3oc4c(C)c(C)ccc4c3C)CC2)CC1	4	1	-8	3	22
5	O=C(Nc1nc(-c2ccc(F)c(F)c2)cs1)c1cc([N+](=O)[O-])ccc1N1CCOCC1	0	-8	-5	9	4
6	COC(=O)c1c(N)nc(C)n1-c1ccc(OC)cc1	1	-1	-15	6	-5
7	CCOc1ccc(NC(=O)CN(C)C(=O)CC2CCCCC2)cc1OCC	-2	1	-4	-1	-3
8	O=C(C[C@H]1C/C=C\C[C@@H](Cc2ccc(F)cc2)C(=O)O[C@H](c2ccccc2)CNC1=O)N[C@@H](CO)Cc1ccccc1	0	0	0	5	0

no.	Rpn11 inh	MLLE-PAM2 inh	DNMT1 inh	LMPTP block	TbMetRS inhib
1	i	-139	0	-2.1	-0.1
2	·	·	·	-0.7	-0.3
3	i	6	-2	-0.2	-0.5
4	i	-34	-6	0.6	-0.1
5	i	-7	14	-0.3	-0.1
6	i	2	0	0.3	0.0
7	i	6	5	-1.6	-0.2
8	i	2	85*	0.5	-0.3

Next section:
no.	SMILES	STEP inh	SUMO1-SIM PPI	Scp1 inh	NadD block	CSN deneddyl inh
9	C/C(=C\c1ccccc1)C(=O)Nc1nc2ccc([N+](=O)[O-])cc2s1	-5	0	-5	3	-12
10	Cc1ccccc1NC(=O)CSCCO	-4	1	-8	-7	1
11	NCCNC(=O)Cc1cccc(NC(=O)Cc2ccc(Nc3ncnc4c3ncn4[C@@H]3O[C@H](CO)[C@@H](O)[C@H]3O)cc2)c1	-4	3	-1	1	-4
12	CCN(CC)c1ccc(NC(=O)CN2CCN(c3nc(C)cc(C)n3)CC2)cc1	-4	2	-12	-2	-3
13	Fc1ccc(/C=N/Nc2nnnn2-c2ccccc2)cc1	0	-1	-4	-6	-1
14	O=C(c1cccc(C(F)(F)F)c1)C1CCCN(C(=O)CN2CCOC2=O)C1 (stereo not drawn)	-3	1	-13	-7	-3
15	O=S(=O)(Nc1ccc(Br)cc1)N1CCOCC1	-1	1	-9	-1	-3
16	O=C(NCc1cccnc1)C1C2C=CC(C2)C1C(=O)Nc1cccc(C(F)(F)F)c1 (stereo not drawn)	3	40*	·	-6	2

no.	Rpn11 inh	MLLE-PAM2 inh	DNMT1 inh	LMPTP block	TbMetRS inhib
9	i	22	17	-1.6	-0.7
10	i	9	1	-0.4	-0.5
11	i	-3	0	-1.7	-1.0
12	i	-1	-6	-1.9	-0.7
13	i	-4	1	-2.1	0.1
14	i	-3	4	-1.8	-0.1
15	i	-2	5	-1.1	-0.4
16	i	6	-1	-0.2	-0.3

Copied from above: nos. 13–16
no.	SMILES	STEP inh	SUMO1-SIM PPI	Scp1 inh	NadD block	CSN deneddyl inh
13	Fc1ccc(/C=N/Nc2nnnn2-c2ccccc2)cc1	0	-1	-4	-6	-1
14	O=C(c1cccc(C(F)(F)F)c1)C1CCCN(C(=O)CN2CCOC2=O)C1 (stereo not drawn)	-3	1	-13	-7	-3
15	O=S(=O)(Nc1ccc(Br)cc1)N1CCOCC1	-1	1	-9	-1	-3
16	O=C(NCc1cccnc1)C1C2C=CC(C2)C1C(=O)Nc1cccc(C(F)(F)F)c1 (stereo not drawn)	3	40*	·	-6	2

no.	Rpn11 inh	MLLE-PAM2 inh	DNMT1 inh	LMPTP block	TbMetRS inhib
13	i	-4	1	-2.1	0.1
14	i	-3	4	-1.8	-0.1
15	i	-2	5	-1.1	-0.4
16	i	6	-1	-0.2	-0.3

(more compounds)
no.	SMILES	STEP inh	SUMO1-SIM PPI	Scp1 inh	NadD block	CSN deneddyl inh
17	O=C(CN(Cc1ccco1)C(=O)CNS(=O)(=O)c1ccc(F)cc1)NCc1ccccc1	0	-2	-5	-6	-1
18	O=C1CN(C(=O)COc2ccccc2Cl)c2ccccc2N1	-3	6	-10	0	-3
19	O=C(c1ccc2c(=O)n(Cc3ccc(Cl)cc3)c(=S)[nH]c2c1)N1CCCC1	0	-5	-5	1	-1
20	Fc1ccccc1CSc1ncnc2c1ncn2C1CCCO1 (stereo not drawn)	-2	5	3	4	-2
21	O=C1CS/C(=N\c2ccccn2)N1C1CCCCC1	-1	-4	4	3	2
22	COc1ccc(/C=N/OCC(=O)NC(c2ccccc2)c2ccccc2)cc1OC	-1	-1	-5	-9	0
23	Cc1ccc(Sc2ccc(C(=O)NC(C)C)cc2[N+](=O)[O-])cc1	5	-4	8	-5	1
24	C=CCNc1nc2c(c(=O)[nH]c(=O)n2C)n1CCCCC	-2	4	-15	0	2

no.	Rpn11 inh	MLLE-PAM2 inh	DNMT1 inh	LMPTP block	TbMetRS inhib
17	i	-6	1	0.4	-0.8
18	i	-3	3	-0.9	-0.3
19	i	-98	-1	1.1	-0.6
20	i	-8	12	0.4	-0.6
21	i	-4	-1	-0.7	-0.3
22	i	1	-3	-0.1	0.0
23	i	-2	-1	0.6	0.6
24	i	1	1	-1.0	0.2

Additional records follow:
no.	SMILES	STEP inh	SUMO1-SIM PPI	Scp1 inh	NadD block	CSN deneddyl inh
25	OC(CNCc1cccs1)c1ccccc1 (stereo not drawn)	-1	3	-12	-1	0
26	O=C1COc2ccc(C(=O)COC(=O)c3ccco3)cc2N1	0	-4	-8	-3	-3
27	COc1ccc(CCN2CC(C(=O)NCCc3ccc(C(F)(F)F)cc3)CCC2=O)cc1 (stereo not drawn)	1	0	-1	5	3
28	C[C@H](CO)N1C[C@H](C)[C@@H](CN(C)C(=O)Nc2ccc3c(c2)OCO3)Oc2ccc(NC(=O)C3CCCCC3)cc2C1=O	-1	5	-3	7	-5
29	CC(C(=O)Nc1nccs1)N1C(=O)c2ccccc2S1(=O)=O (stereo not drawn)	2	1	0	-4	-3
30	O=C(c1nc2ccccn2c1CN1CCCC(OCc2ccccc2)C1)N1CCCC1 (stereo not drawn)	-1	2	-7	2	-8
31	OCC(O)C1OC(c2ccco2)OC(CO)C1O (stereo not drawn)	1	2	-1	0	1
32	COc1ccc(CNC(=O)CN(Cc2ccccc2)C(=O)CCC(=O)Nc2ccccn2)cc1	0	0	-8	4	1

no.	Rpn11 inh	MLLE-PAM2 inh	DNMT1 inh	LMPTP block	TbMetRS inhib
25	i	-9	1	-0.4	-0.7
26	i	4	2	2.4	-0.5
27	i	-8	-2	-1.9	0.1
28	i	-6	-1	-1.4	-0.1
29	i	-11	1	-1.5	-0.4
30	i	1	4	0.1	-0.2
31	i	16	5	-0.5	-0.3
32	i	-15	-2	-1.5	0.5

Further records follow.
no.	SMILES	STEP inh	SUMO1-SIM PPI	Scp1 inh	NadD block	CSN deneddyl inh
33	COc1cc(NC(=O)Cn2ccsc2=N)cc(OC)c1	-3	3	-6	0	0
34	O=C(/C=C/c1ccccc1Cl)N(Cc1ccc(Cl)cc1)C1CCS(=O)(=O)C1 (stereo not drawn)	2	-2	-8	-5	2
35	COc1ccc(C(=O)Nc2ccccc2C(=O)N/N=C/c2cccc3ccccc23)cc1	2	-4	-13	11	-1
36	N#CCCNC(=O)Cn1c(COc2ccc(Cl)cc2)nc2ccccc21	2	4	-2	1	2
37	Cc1cccc(NC(=O)c2cc3c(=O)n4ccccc4nc3s2)c1	84*	30	7	2	9
38	COc1ccc2nc(COC(=O)c3cccs3)c(C(C)=O)[n+]([O-])c2c1	-1	-26	103*	4	-6
39	COc1ccc(CC(=O)c2ccc(O)cc2O)cc1OC	0	0	-3	-6	-3
40	COc1ccc(C(=O)C(=O)N2CCC(Cc3ccccc3)CC2)cc1OC	·	-2	·	·	-3

no.	Rpn11 inh	MLLE-PAM2 inh	DNMT1 inh	LMPTP block	TbMetRS inhib
33	i	-66	1	0.2	0.0
34	i	0	-3	1.5	-0.3
35	i	3	-8	4.1	-0.9
36	i	-4	-1	1.4	0.0
37	+	-34	41	8.2	-0.1
38	i	-141	-3	0.1	0.8
39	i	-10	2	-0.2	0.1
40	·	·	·	-2.7	-1.1

(list continues)
no.	SMILES	STEP inh	SUMO1-SIM PPI	Scp1 inh	NadD block	CSN deneddyl inh
41	COc1ccc(C(=O)Nc2c(-c3cccs3)c(=O)c3ccccc3n2C)cc1	-2	6	-11	-6	1
42	N#C/C(=C\c1ccc(OCC(N)=O)cc1)S(=O)(=O)c1ccccc1	0	-5	-3	7	0
43	O=C1NC[C@H](CCCCN2CCN(CCC3CCCCC3)C(=O)C2=O)N(CCC2CCCCC2)C1=O	·	2	·	19	7
44	Cc1cc(C)c(S(C)(=O)=O)c(N(C)N)n1	1	0	2	10	-3

no.	Rpn11 inh	MLLE-PAM2 inh	DNMT1 inh	LMPTP block	TbMetRS inhib
41	i	-1	-2	-1.1	-1.2
42	i	-15	2	0.3	0.6
43	·	·	·	-1.0	-1.3
44	i	0	2	0.0	0.7

The order is random. About 3.6% of those tested had a hit in this group.
